APJ ag = agonists of human APJ apelin receptor. CHO-K1 APJ PathHunter beta-arrestin, luminescence; 0% DMSO wells, 100% apelin. activation, % at 20 µM. actives 0.11% (n = 330,000). AID 2520;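 active means activation more than six SD over the plate average, tested at 20 µM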;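 further: 0% = DMSO alone and 100% = apelin-13 at 10 nM; some results filed as inactive read as strong as hits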
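assay system = CHO-K1 APJ beta-arrestin complementation cell line | input = cell density 1000 per well | dosing = compound 20 µM once, DMSO 1% | timing = compound 90 min 25 °C, reagent 1 h | measured by = luminescence from split beta-galactosidase complementation, Galacton Star/Emerald II substrate | read-out basis = APJ agonist activity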
CCR6 antagonist = CCR6 (human) receptor antagonism | inhibition, % at 20 µM | AID 493098 | P51684 | CHO-K1 CCR6 PathHunter beta-arrestin, luminescence, CCL20-stimulated | actives 0.49% (n = 340,000);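 active means compounds whose inhibition of the agonist-driven luminescence signal at 20 µM reaches about 50%, limit read from the data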;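 further: cells stimulated with CCL20 at 14 nM final; plate controls were DMSO with CCL20 for no effect and DMSO without agonist for full effect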
Target sequence (P51684 whole entry, looked up): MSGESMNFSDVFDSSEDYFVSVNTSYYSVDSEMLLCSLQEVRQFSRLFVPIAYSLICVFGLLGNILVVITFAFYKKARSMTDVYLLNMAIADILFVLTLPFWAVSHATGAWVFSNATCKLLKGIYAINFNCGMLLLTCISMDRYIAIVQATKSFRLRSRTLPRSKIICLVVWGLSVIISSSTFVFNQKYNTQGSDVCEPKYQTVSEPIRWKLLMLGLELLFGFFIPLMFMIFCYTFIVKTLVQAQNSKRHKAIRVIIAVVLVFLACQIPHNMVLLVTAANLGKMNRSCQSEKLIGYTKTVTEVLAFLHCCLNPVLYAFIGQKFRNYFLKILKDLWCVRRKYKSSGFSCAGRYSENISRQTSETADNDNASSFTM
tim23-1 inh = tim23-1 yeast growth inhibition; S. cerevisiae tim23-1 growth, BacTiter-Glo luminescence, 24 h; inhibition, % at 20 µM; actives 1.3% (n = 330,000);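 active means growth inhibition of the mutant yeast at or above 50%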;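 further: temperature-sensitive mutant grown at 25 °C; plate controls were DMSO-treated mutant yeast for no effect and medium wells lacking yeast for full effect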
CHOP UPR activ = apoptotic UPR (CHOP) activation; activation, % at 10 µM; AID 449763; CHO-CHOP luciferase reporter, luminescence; percent of tunicamycin response over DMSO baseline; actives 0.34% (n = 330,000);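 active means at 10 µM dose, activation of 40% or more, normalized to positive control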;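 further: 100% = tunicamycin at 10 µg/mL and 0% = DMSO alone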
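System: CHO-CHOP luciferase reporter cell line | Buffer or medium: F12 medium containing 10% fetal bovine serum | Doses: One dose, 10 µM in 0.5% DMSO | Times: 6 h compound exposure at 37 °C after overnight seeding | Signal: Luciferase luminescence | Read-out: % activation vs tunicamycin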
XBP1 UPR activ = adaptive UPR (XBP1) activation | CHO-XBP1 luciferase reporter, IRE1-XBP1 UPR activation, luminescence; percent of tunicamycin response, DMSO as zero | activation, % at 20 µM | actives 0.33% (n = 330,000) | AID 463104;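 active means versus positive control, 20 µM dose yields 30% or more activation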;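 further: 100% = tunicamycin at 10 µg/mL and 0% = DMSO only wells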
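Material: CHO-XBP1 cells stably carrying IRE1-XBP1-driven luciferase reporter / Amount: 1000 cells per well / Compound: 20 µM, 1% DMSO / Times: 6 h treatment, 37 °C / Detection: luciferase luminescence / Measure: % activation of reporter signal versus tunicamycin and DMSO controls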
EBI2 antag = EBI2 (human) antagonism; AID 651636; inhibition, % at 5 µM; EBI2 beta-arrestin recruitment, luminescence, 7a,25-OHC stimulated; actives 0.81% (n = 360,000); in the data active means inhibition above about 38%;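 further: enzyme fragment complementation signal reports receptor beta-arrestin coupling in cells; 0% = agonist plus DMSO wells and 100% = wells without agonist; some results beyond the cut were filed as inactive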
Target sequence (P32249 whole entry, looked up, the tested form may be a part): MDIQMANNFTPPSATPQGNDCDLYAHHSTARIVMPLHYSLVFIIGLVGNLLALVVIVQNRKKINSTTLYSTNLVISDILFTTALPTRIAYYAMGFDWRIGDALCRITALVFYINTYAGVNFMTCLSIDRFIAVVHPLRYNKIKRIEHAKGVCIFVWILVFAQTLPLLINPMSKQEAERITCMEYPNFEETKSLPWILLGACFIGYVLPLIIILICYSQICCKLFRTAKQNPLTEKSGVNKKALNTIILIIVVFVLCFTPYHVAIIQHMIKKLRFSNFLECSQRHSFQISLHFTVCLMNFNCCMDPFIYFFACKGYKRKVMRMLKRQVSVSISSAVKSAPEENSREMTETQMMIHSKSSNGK
Mdm2-MdmX inh = disrupts the human Mdm2-MdmX interaction. SaOS-2 split-luciferase Mdm2/MdmX complementation, luminescence. inhibition, % at 8 µM. actives 3% (n = 330,000). AID 485346;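 active means inhibition of at least 50% at 8 µM in the primary screen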
APJ antagonist = APJ receptor antagonism | inhibition, % at 20 µM | actives 0.32% (n = 330,000) | P35414 | CHO-K1 APJ beta-arrestin complementation, luminescence;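 active means inhibition above about 40% at 20 µM, limit read from the data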;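 further: cells challenged with 10 nM apelin-13 agonist together with compound; plate controls were apelin-13 plus DMSO wells for no effect and DMSO wells lacking apelin-13 for full effect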
CXCR6 block = blocks human CXCR6 beta-arrestin recruitment; O00574; CHO-K1 PathHunter CXCR6 beta-arrestin, luminescence; inhibition, % at 20 µM; actives 0.36% (n = 360,000); AID 602244; in the data active means inhibition above about 34%, passing the limit was not always enough;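 further: antagonist mode with CXCL16 agonist at 10 nM final; 0% = 10 nM CXCL16 with DMSO and 100% = unstimulated wells without agonist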
Target sequence (O00574 whole entry, looked up): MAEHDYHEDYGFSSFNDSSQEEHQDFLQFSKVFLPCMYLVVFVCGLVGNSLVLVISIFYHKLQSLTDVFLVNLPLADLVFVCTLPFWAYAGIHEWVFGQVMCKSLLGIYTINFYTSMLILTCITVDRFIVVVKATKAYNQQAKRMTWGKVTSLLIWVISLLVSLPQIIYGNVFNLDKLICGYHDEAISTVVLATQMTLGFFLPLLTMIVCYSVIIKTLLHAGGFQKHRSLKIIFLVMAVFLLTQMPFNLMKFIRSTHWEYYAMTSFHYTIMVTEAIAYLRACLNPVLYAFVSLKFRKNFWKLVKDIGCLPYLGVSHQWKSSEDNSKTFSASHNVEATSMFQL
Active calls of the source: *; x = no result given. Some of the compounds tested (hit frequency here may not be typical).

SMILES | APJ ag | CCR6 antagonist | tim23-1 inh | CHOP UPR activ | XBP1 UPR activ | EBI2 antag | Mdm2-MdmX inh | APJ antagonist | CXCR6 block
Cc1cc(-c2ccc(C)c(S(=O)(=O)NCc3ccc(OC(C)C)cc3)c2)on1 | 5.1 | 6.9 | 17.4 | 2.7 | -2.2 | 5.1 | 1.1 | -6.1 | -5.2
CCCC(=O)Nc1cc(C(=O)O)ccc1S(=O)(=O)c1ccc(Cl)cc1 | -2.9 | -12.4 | 8.1 | 1.8 | -0.5 | 2.4 | -3.0 | -9.6 | 4.6
C[C@H](CO)N1C[C@H](C)[C@@H](CN(C)S(=O)(=O)c2ccccc2)Oc2c(NC(=O)Nc3ccc(C(F)(F)F)cc3)cccc2C1=O | -0.6 | -10.6 | 22.7 | 3.2 | -1.6 | 1.1 | 36.7 | -2.6 | -3.0
C/C(=N\NC(=O)Cn1cc([N+](=O)[O-])cn1)c1ccco1 | 3.5 | 8.7 | 18.8 | -0.9 | 1.2 | 3.2 | -8.0 | -14.5 | 0.4
O=C(NC1CC1)C1=C[C@@H](c2c[nH]c3ccccc23)C[C@@H](OCc2ccc(CO)cc2)O1 | -4.0 | -0.8 | 6.0 | -0.2 | -0.9 | 0.8 | 2.3 | -71.9 | -15.6
COc1ccc2sc(NC(=O)NC(=O)c3c(Cl)cccc3Cl)nc2c1 | 2.6 | 12.5 | 8.3 | 0.1 | 1.4 | 2.1 | 20.9 | 19.4 | -3.4
CSC(=S)N/N=C(\C)c1ccccc1 | -7.9 | 57.1* | 29.1 | 108.8* | 1.8 | -1.1 | 30.2 | 46.8* | 37.3
Nc1c(C(=O)N/N=C/c2ccccc2Cl)oc2nc(-c3ccccc3)cc(-c3ccco3)c12 | -1.4 | -7.9 | 9.3 | -0.6 | -3.2 | 7.9 | 8.7 | -9.3 | -9.0
CCOC(=O)C1(CCCc2ccccc2)CCN(C(=O)c2cc(C)nc(C)n2)CC1 | -3.0 | 8.4 | 16.9 | -0.6 | -0.2 | 2.7 | 3.5 | 6.8 | -3.2
O=C1NC2(CCCC2)N=C1c1ccc(F)cc1 | 1.7 | 11.6 | 9.2 | 1.7 | 3.2 | -9.1 | 12.7 | 10.9 | 3.3
CC(=O)N/C(=C/C(C)C)c1ccccc1 | -1.2 | 1.7 | -14.9 | 1.5 | -3.0 | -8.5 | -5.2 | -7.2 | 3.9
CCOC(=O)COc1ccc(Br)cc1/C=C\c1[nH]c(=O)[nH]c(=O)c1[N+](=O)[O-] | -4.9 | 8.8 | 11.7 | -0.4 | -1.4 | -0.9 | 24.8 | 4.3 | 4.5
CC(=O)n1nc(-c2ccc(Cl)cc2)nc1NCc1ccco1 | -3.1 | 0.6 | 2.5 | 3.4 | 4.4 | 3.0 | -20.3 | -1.3 | -1.3
COc1ccc2[nH]c(=O)c(CN(CCN3CCCC3)C(=O)Nc3ccccc3Cl)cc2c1 | -4.3 | -20.5 | 8.6 | -2.8 | 3.2 | -2.0 | 40.1 | 0.1 | 2.3
CC(=O)OC(C(=O)NCc1ccco1)c1cccnc1 (stereo not given) | 1.5 | -3.7 | 5.2 | -1.1 | -1.0 | -10.8 | 3.2 | 3.8 | -8.5
Cc1ccc(OCCOCCN(C)C)c(Cl)c1 | 1.0 | 14.1 | 10.1 | 1.3 | 0.7 | -13.9 | 20.6 | -6.4 | 2.9
COc1ccc(CCNc2nc(C)cc(C)n2)cc1OC | -0.9 | 2.9 | 6.0 | 0.9 | -2.1 | 1.2 | -3.6 | -24.0 | -5.8
O=C(Cc1ccccc1)Nc1ccc(C(=O)Nc2ccccc2C(=O)O)cc1 | -0.3 | 2.4 | -2.9 | -0.4 | -2.8 | -3.6 | -8.1 | 10.4 | 3.6
Cc1ccc(C(C)C)c(OCc2nc(-c3nonc3N)no2)c1 | -1.9 | 24.3 | 0.9 | 4.5 | 3.1 | 4.7 | -11.5 | -67.8 | 0.8
CN(CCCNC(=O)CCCOc1cc(=O)n(C)c2ccccc12)Cc1ccccc1 | 1.6 | 24.9 | 13.8 | 0.4 | -0.9 | 0.1 | 49.5 | -20.0 | 2.3
O=C(C[n+]1cccc(CNC(=O)c2ccc(OC(F)F)cc2)c1)c1ccccc1 | -3.2 | 5.3 | 5.3 | -0.8 | -1.1 | 2.4 | -5.5 | 5.9 | 1.9
CNc1nc(OC)nc(N(C#N)CN2C(=O)c3ccccc3S2(=O)=O)n1 | -3.7 | 20.9 | 18.9 | 11.5 | 3.9 | 12.8 | 37.6 | 15.4 | 13.2
C=C(C)CN1C(=O)c2ccccc2C1=O | 4.8 | -6.9 | -3.4 | -0.9 | -0.4 | -10.9 | -5.4 | -22.1 | 9.6
CCc1nn2c(=O)cc(CSCC(=O)Nc3ccccc3Cl)nc2s1 | -3.7 | 2.9 | 18.3 | -0.9 | -1.9 | -6.6 | 11.4 | 19.7 | -1.9
Cc1ccc(NC(=O)CCC(=O)N/N=C/c2cc([N+](=O)[O-])ccc2O)cc1 | -7.3 | 31.1 | -7.8 | -2.8 | -3.7 | 4.3 | 14.2 | 30.0 | 18.5
O=C(COC(=O)c1ccc(O)cc1)NCC1CCCO1 (stereo not given) | -1.9 | 0.2 | 11.7 | -0.8 | 2.3 | -12.7 | -0.9 | 5.1 | -5.7
CC1CCN(C(=O)c2[nH]cnc2C(=O)NCCCCCNC(=O)OC(C)(C)C)CC1 | -3.8 | 1.0 | 7.8 | 1.0 | -1.2 | 6.8 | 20.7 | 15.6 | 6.2
CC[C@]12c3[nH]c4ccccc4c3CCN1C(=O)C(CC(=O)NC(C)(C)C)C[C@@H]2C(=O)N1CCN(C(=O)C2CC2)CC1 (stereo not given in full) | -6.2 | 1.7 | 3.7 | 1.2 | -0.6 | -0.9 | 5.6 | -5.1 | 4.6
COc1ccc(S(=O)(=O)N2CCN(Cc3ccc4c(c3)OCO4)CC2)cc1F | -1.5 | 12.6 | 26.7 | -1.5 | 0.6 | -6.2 | 5.2 | -5.0 | -4.6
COC(=O)CSc1nnc(-c2ccco2)o1 | 3.1 | -8.3 | 4.1 | -1.9 | -1.1 | -15.4 | 2.4 | 9.7 | -7.3
CC(C)N(C(=O)[C@H]1C[C@H](CC(=O)NCC23CC4CC(CC(C4)C2)C3)C(=O)N2CCc3c([nH]c4cc(-c5ccco5)ccc34)[C@]12C)C(C)C | x | 26.6 | 37.7 | 3.5 | 2.6 | 16.8 | 69.8* | x | -2.2
COc1cc(NC(=O)CCCNC(=O)c2ccc(Cl)cc2)cc(OC)c1OC | -4.7 | 6.8 | 12.1 | 2.8 | -1.5 | 2.0 | 7.6 | 7.3 | -10.5
CC(=O)Nc1ccc(NC(=O)C/C(C)=N/NC(=O)COc2cc(C)c(Br)cc2Br)cc1 | -2.2 | 0.8 | 32.0 | -2.0 | 2.5 | 0.2 | 15.9 | 3.2 | -4.9
O=C1NCCN(Cc2ccoc2)C1CC(=O)N(Cc1ccccc1)CC1CCC1 (stereo not given) | -4.8 | 1.9 | 15.4 | 1.0 | 2.6 | 6.9 | 2.4 | 10.5 | 7.3
COc1ccccc1C(=O)NNC(=O)C(=O)Nc1ccc(C)c(Cl)c1 | -1.3 | -0.6 | -14.4 | 0.7 | 1.7 | -15.6 | 8.7 | 7.5 | 2.9
NC(=S)N/N=C\c1c(OCc2ccccc2Cl)ccc2ccccc12 | -2.9 | 10.5 | -3.5 | 3.5 | 0.9 | 19.1 | 52.7* | 9.8 | 14.2
CN(C)/C=C1/C=C(C=O)OC1=O | -3.9 | 8.8 | -12.7 | -0.5 | -2.5 | 4.6 | 6.8 | 4.4 | 11.4
CC(=O)N1CCc2cc(NS(=O)(=O)c3cccs3)ccc21 | -2.6 | -6.8 | -4.2 | -0.1 | -2.3 | -4.5 | 15.5 | -5.4 | 3.0
O=C(Nc1nccs1)c1ccc(N2CCOCC2)c([N+](=O)[O-])c1 | -2.2 | 24.0 | 9.7 | 2.8 | -0.3 | -8.2 | -77.3 | 33.0 | 2.6
CC(=O)Nc1ccc2nc(NC(=O)COc3ccc(C)cc3)sc2c1 | -1.4 | 2.2 | -17.3 | 2.7 | -1.5 | 0.1 | 14.5 | 7.8 | -0.4
O=C1/C(=C/c2ccc(O)cc2)COc2ccccc21 | -1.8 | 19.6 | 77.6* | 9.5 | 1.2 | 3.0 | 24.8 | 13.0 | 4.0
O=C(CNc1cccc(C(F)(F)F)c1)N/N=C/C1CCCCC1 | -4.2 | 8.5 | 17.3 | -2.5 | 0.9 | 7.4 | 7.6 | -0.3 | -8.4
O=C(c1cc(-c2cccc(O)c2)on1)N1CCCCCC1 | 1.5 | 3.2 | 31.8 | 8.2 | 1.0 | 0.4 | -127.1 | -28.8 | 1.0
CCOc1cc(N2CCOCC2)c(OCC)cc1NCC(=O)N1CCN(Cc2ccccc2)CC1 | 4.3 | 4.3 | 7.2 | 0.5 | 0.9 | -1.4 | 10.0 | -15.8 | -8.8
Cc1ccccc1OCC(=O)NNC(=O)C1CCCCC1C(=O)O (stereo not given) | 0.5 | 4.9 | 8.3 | 0.7 | 1.2 | -12.4 | -16.0 | 3.5 | 1.2
Cc1cc([N+](=O)[O-])ccc1NC(=O)C1CCCO1 (stereo not given) | -1.3 | -19.6 | 5.5 | 0.7 | -4.8 | -13.1 | 16.1 | 5.7 | 6.6
O=C(Cn1c(=O)cnc2ccccc21)N1CCN(S(=O)(=O)c2ccc(F)cc2)CC1 | -3.4 | 2.8 | -16.2 | 0.2 | -2.8 | 4.2 | 27.3 | -52.9 | -2.6
N/C(=N\N=C\c1cccc([N+](=O)[O-])c1)c1nonc1N | -1.3 | 8.1 | 10.6 | 6.4 | 2.9 | -1.5 | 11.0 | 5.2 | -0.3
CCCn1nnnc1NCc1cc(Br)ccc1OC | -0.9 | -6.8 | 15.7 | 1.8 | -0.4 | -4.1 | 0.4 | -0.3 | -5.9
Cc1ccc(C(C(=O)NCc2ccccc2)N(C(=O)c2csnn2)C2CC2)cc1 (stereo not given) | -2.4 | 16.4 | 27.2 | 1.0 | -1.2 | 2.6 | -1.4 | -1.5 | 0.5
O=C(NNC(=O)C1[C@H]2CCCC[C@@H]12)c1ccc(=O)oc1 (stereo not given in full) | -2.1 | -15.2 | 5.7 | 1.3 | -3.2 | -11.5 | 20.6 | 11.9 | -6.6
CCCCOC(=O)c1ccc(NC(=O)c2ccoc2C)cc1 | -2.5 | 6.2 | 27.0 | 7.1 | -1.0 | 8.2 | 3.8 | -2.7 | -3.8
Cc1ccc(C)c(-n2c(-c3ccncc3)n[nH]c2=S)c1 | 2.1 | 4.6 | 4.4 | -2.0 | -2.2 | -0.2 | 2.5 | 9.5 | -9.3
COc1ccc(O)c(C(=O)c2cc(C(=O)NCCc3ccccc3)c(=O)n(CCc3ccccc3)c2)c1 | 1.9 | 14.5 | 18.7 | 2.0 | -2.1 | 31.5 | 37.7 | -25.2 | -26.6

High-throughput results deposited in PubChem by Sanford-Burnham Center for Chemical Genomics.
